Peg3 promoter – inhibitors of Peg3 promoter | actives 1.7% (n = 360,000) | inhibition, % at 20 µM | HeLa PEG-Prom luciferase reporter, luminescence, overnight | AID 588405;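 active means inhibition of at least 50% at 20 µM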
H9c2 protect – modulators protecting cardiomyocytes from myocardial damage; protection from H2O2 cell death, % at 20 µM; actives 0.63% (n = 360,000); H9c2 cardiomyocytes, H2O2 injury protection, ATPLite, 2 h;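 active means compounds giving at least 50% protection of heart cells from peroxide-induced death in the single-dose screen, raw or plate-pattern-corrected value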;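 further: 0% = DMSO wells with peroxide and 100% = DMSO wells without peroxide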
MITF TRPM1 inh – reduces MITF-dependent TRPM1 promoter luciferase signal; SK-MEL-5 TRPM1 promoter luciferase, 24 h; inhibition, % at 12.5 µM; actives 0.83% (n = 330,000);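 active means mean inhibition across replicates of 60% or more, whatever share of single replicates reaches that level; inconclusive means some that reach 60%, reason not given; inactive means mean inhibition across replicates below 60%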; further: values of inactives mirror those of a sister screen read the other way
HIF-2a block – blocks HIF-2a reporter activity | 786-0 RCC cells HIF-2a reporter, luciferase luminescence, overnight | inhibition, % at 18.8 µM | actives 0.72% (n = 360,000);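 active means inhibition of the luminescence signal of 40% or more relative to plate controls, in a single-dose primary screen at 18.75 µM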
Shn3 inh set2 – reduces Shn3 3'UTR luciferase signal in osteoblasts. Clone20 osteoblast Shn3 3'UTR firefly luciferase, 24 h. inhibition, % at 12.5 µM. actives 0.52% (n = 360,000);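 active means mean inhibition of at least 75% with every replicate also reaching 75%; inconclusive means mean inhibition at least 75% but some replicate below; inactive means mean inhibition below 75%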;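 further: 0% = median of neutral control wells and 100% = pilot-screen positive control compound; some compounds past the cut are filed as inactive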
PDI inh – inhibitors of human protein disulfide isomerase | PDI insulin aggregation turbidity, A650, 90 min | inhibition, % at 10 µM | actives 0.052% (n = 350,000) | AID 588391;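 active means mean inhibition across replicates of 30% or more, whatever share of single replicates reach that level; inconclusive means mean inhibition below 30% while every single replicate reaches 30%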;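 further: absorbance from insulin aggregation driven by PDI reduction with DTT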
Target sequence (P07237 whole entry, looked up): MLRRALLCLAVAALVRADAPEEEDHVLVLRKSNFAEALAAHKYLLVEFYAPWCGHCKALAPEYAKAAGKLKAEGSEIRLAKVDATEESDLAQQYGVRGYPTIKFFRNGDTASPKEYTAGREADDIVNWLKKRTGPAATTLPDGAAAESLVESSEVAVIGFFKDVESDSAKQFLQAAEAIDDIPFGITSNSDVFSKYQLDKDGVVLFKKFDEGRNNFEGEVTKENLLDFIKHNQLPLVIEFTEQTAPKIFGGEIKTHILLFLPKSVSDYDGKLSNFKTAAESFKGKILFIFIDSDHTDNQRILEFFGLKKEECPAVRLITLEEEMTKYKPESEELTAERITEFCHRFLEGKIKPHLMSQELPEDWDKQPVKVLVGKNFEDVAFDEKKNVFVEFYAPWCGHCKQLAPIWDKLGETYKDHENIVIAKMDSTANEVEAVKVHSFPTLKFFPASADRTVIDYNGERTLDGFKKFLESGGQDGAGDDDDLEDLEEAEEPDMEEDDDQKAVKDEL
CaV13 ICDI inh – Disruptors of the CACNA1D IQ motif to Ca2+-dependent inactivation inhibitor domain association, primary screening, Förster resonance energy transfer in intact living … | HEK cells, CFP/YFP FRET ICDI-IQ, plate reader, 10 min; percent FRET-ratio fall versus neutral wells | inhibition, % at 12.3 µM | actives 0.098% (n = 340,000) | AID 743397;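 active means mean replicate inhibition of at least 30% and at least 1% of replicates passing that level; inconclusive means only one of the two criteria is met; inactive means neither criterion is met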;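 further: 0% = median of the neutral control wells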
NR2E3 ag-1 – agonists of human nuclear receptor NR2E3; GST-NR2E3/biotin-RetCOR TR-FRET, 1536-well; inhibition of corepressor binding, % at 4.78 µM; AID 2300; actives 0.12% (n = 320,000); Q9Y5X4;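 active means percent inhibition above the cutoff of mean plus 3 SD of all tested compounds, set per screening campaign, cut at about 20% in these data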;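 further: 0% = DMSO wells and 100% = biotin wells as full block of FRET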
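System: GST-NR2E3 and biotin-RetCOR proteins; probe or stimulus: 7 nM biotin-RetCOR; doses: compound at 4.8 µM, single dose; schedule: Compound–protein incubation for 5 h at 4 °C; detection: time-resolved FRET; read-out: percent inhibition; controls: biotin wells as high control, 0.6% DMSO wells as low control; format: 1536-well plates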
hiPSC survival – enhancers of human iPSC single-cell survival. hiPSC single-cell survival, ATPlite luminescence; 100% = ROCK inhibitor wells, 0% = DMSO. survival enhancement, % at 20 µM. actives 0.044% (n = 360,000). AID 602274; in the data active means survival enhancement above about 18%;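 further: cells exposed to compounds for 16 hours before the ATP read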
NR2E3 ag-2 – agonists of human NR2E3 nuclear receptor; actives 0.35% (n = 360,000); Q9Y5X4; AID 602229; CHO-S Gal4-NCOR/VP16-NR2E3 two-hybrid, luciferase; inhibition of corepressor binding, % at 3.98 µM;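 active means inhibition above the mean of all tested compounds plus 3 SD, cut at about 70% in these data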;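 further: 0% = DMSO with NR2E3 transfected cells and 100% = cells lacking NR2E3 construct; higher means lower luciferase signal from less NR2E3 corepressor binding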
m5-HT2A agonist – mouse HTR2A agonism via beta-arrestin recruitment | CHO-K1 mHTR2A beta-arrestin complementation, luminescence; percent of 30 µM serotonin response | activation, % at 7.6 µM | actives 0.66% (n = 360,000);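 active means activation above a run cutoff, the mean activation of all tested compounds plus 3 SD, cut at about 14% in these data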;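 further: 0% = plate median of compound wells and 100% = 30 µM serotonin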
Target sequence (P35363 whole entry, looked up): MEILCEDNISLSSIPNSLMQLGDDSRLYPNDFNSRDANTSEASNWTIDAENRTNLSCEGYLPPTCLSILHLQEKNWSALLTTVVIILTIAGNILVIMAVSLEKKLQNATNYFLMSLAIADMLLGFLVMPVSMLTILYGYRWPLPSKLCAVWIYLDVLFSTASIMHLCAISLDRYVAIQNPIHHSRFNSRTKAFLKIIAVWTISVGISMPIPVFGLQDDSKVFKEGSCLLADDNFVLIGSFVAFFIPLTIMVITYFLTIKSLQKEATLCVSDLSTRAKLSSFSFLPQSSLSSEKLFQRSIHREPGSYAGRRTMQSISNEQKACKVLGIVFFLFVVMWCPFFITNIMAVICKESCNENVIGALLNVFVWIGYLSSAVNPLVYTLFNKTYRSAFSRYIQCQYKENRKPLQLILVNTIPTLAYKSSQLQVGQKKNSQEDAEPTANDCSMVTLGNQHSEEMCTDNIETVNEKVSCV
An asterisk follows results filed as active; u = inconclusive; x = no result given. The order is random, and some 3.9% of all compounds hit somewhere here.

The line under a structure holds: H9c2 protect | PDI inh | hiPSC survival | MITF TRPM1 inh | CaV13 ICDI inh | m5-HT2A agonist | HIF-2a block | NR2E3 ag-2 | NR2E3 ag-1 | Shn3 inh set2 | Peg3 promoter
COC(=O)C(NC=O)C(O)(Cc1ccccc1)C(F)(F)F (configuration not stated)
  4 | -3 | 1.9 | 10 | -4 | -1 | -129 | -21 | -2 | -25 | -80
Cc1ccc(C(=O)NC2CCN(CC(=O)Nc3cccc([N+](=O)[O-])c3)CC2)cc1
  1 | 2 | 0.4 | 1 | 0 | -5 | -5 | 9 | 0 | 5 | -3
COc1ccc(N(CC(=O)N/N=C(\C)CCc2ccccc2)S(=O)(=O)c2ccc(C)cc2)cc1
  1 | -2 | 0.8 | 3 | -7 | -3 | 21 | -4 | 2 | -16 | 3
CN1C(=O)c2ccc(C(=O)NCc3ccccn3)cc2C1=O
  1 | 3 | -0.5 | 12 | x | -6 | 12 | -27 | 0 | 2 | 12
NC(=O)CN1C(=O)C(=O)N(Cc2ccccc2)C1=O
  0 | -6 | 0.1 | 4 | -2 | 6 | -2 | -13 | 0 | 18 | -5
CC1CCCN(CCC(=O)Nc2ccc3c(c2)CCC3)C1 (configuration not stated)
  7 | 6 | -1.0 | 2 | -5 | -1 | -12 | -13 | 4 | -10 | -6
COc1ccc(S(=O)(=O)N2CCC3CC2c2c(-c4ccc(C(F)(F)F)cc4)cccc23)cc1 (configuration not stated)
  -1 | x | -0.5 | x | -11 | 3 | 9 | -6 | x | 32 | 8
CCc1ccc(C2c3[nH]c4ccccc4c3CCN2C(=O)c2ccc(=O)n(C)n2)cc1 (configuration not stated)
  2 | 3 | -1.4 | 35 | -5 | -6 | 25 | -32 | 6 | -2 | 23
CC1CCN(C(=O)C2CCN(S(=O)(=O)c3cnc[nH]3)CC2)CC1
  -5 | -8 | -0.4 | -9 | -4 | -4 | 11 | -18 | 0 | -6 | 4
Cc1sc2nc(SCC(=O)NCCO)n(C)c(=O)c2c1C
  9 | 5 | 3.7 | 5 | -6 | 3 | 10 | 13 | 5 | -17 | 10
O=C(Nc1ccc(N2CCCCC2)cc1)c1ccc2c(c1)OCCO2
  -13 | 2 | -3.0 | -35 | -6 | -2 | -213 | -114 | 1 | 4 | -240
O=C(Nc1ccccc1C(=O)O)c1cc(S(=O)(=O)N2CCOCC2)cs1
  -1 | -3 | 1.8 | 6 | 3 | -1 | 1 | -5 | 2 | -4 | 2
Cc1cc(C)nc(Nc2ccc(N3CCOCC3)cc2)n1
  -16 | 0 | -1.1 | -2 | -2 | 4 | -82 | -18 | -4 | -7 | -48
Cc1c(C(=O)Nc2ccccc2)cn2c(nc3ccccc32)c1C#N
  -3 | 13 | -0.3 | 2 | -4 | 6 | 6 | 7 | 2 | -5 | 5
CCCNC(=O)C1(C)CCN1C(=O)c1ccccc1CCc1ccccc1 (configuration not stated)
  12 | -6 | -0.8 | x | -11 | 0 | 6 | 10 | x | 7 | 8
O=C(N/N=C/c1cc(Br)ccc1OC(=O)c1ccc(Br)cc1)c1ccncc1
  38 | -18 | -0.4 | 55 | -5 | -22 | -5 | -80 | 4 | u | 33
Cc1ccccc1C(=O)NNC(=O)C1CCN(C(=O)Nc2ccccc2)CC1
  0 | -3 | -0.3 | 0 | -6 | -4 | -4 | 0 | -2 | -2 | 0
COc1ccc(C(=O)C2CCCN(C(=O)c3cccc(Cl)c3F)C2)cc1OC (configuration not stated)
  -8 | -8 | -0.2 | 4 | -6 | 4 | -2 | -3 | 0 | 15 | 16
COC(=O)Cn1c(=O)c(C(=O)CCl)c(N)n(Cc2ccccc2)c1=O
  0 | -1 | 0.2 | 51 | -12 | -1 | 30 | -50 | -2 | x | 81*
CCOP(=O)(OCC)C(NC(=O)c1ccc(OC)c(OC)c1)c1ccccc1 (configuration not stated)
  2 | 3 | -0.2 | 10 | 1 | 3 | 13 | 10 | 0 | 3 | 10
CCOC(=O)c1cc(-c2ccc(OC(F)F)cc2)nc2c1c(=O)[nH]c(=O)n2C
  2 | 8 | 4.4 | -1 | -3 | 2 | 10 | 6 | 3 | -11 | -3
Cc1ccc2c(COC(=O)c3ccccc3Cl)cc(=O)oc2c1
  -8 | 0 | -0.2 | -160 | -7 | -1 | -167 | -88 | 4 | -64 | -308
Cc1nnc(SCCn2c(N(C)Cc3ccccc3)nc3c2c(=O)n(C)c(=O)n3C)s1
  14 | -2 | 6.3 | -7 | -7 | 3 | -4 | -21 | -1 | -23 | 16
Cc1ccc(C(=O)Nc2ccncc2)cc1[N+](=O)[O-]
  -8 | 0 | 0.6 | -3 | -3 | 4 | 3 | -18 | 1 | 9 | 6
COCCNC(=O)c1cc(S(=O)(=O)N2CCC3(CC2)OCCO3)ccc1F
  4 | -7 | 2.4 | x | -7 | 4 | -6 | -7 | x | 8 | -6
COc1ccc(OC)c(N/C=C2/CCCCC2=O)c1
  1 | 0 | -1.4 | 13 | -5 | 6 | -16 | -1 | 2 | -26 | -4
Cc1ccc(OCC(=O)Nc2cccc(S(=O)(=O)N3CCCCCC3)c2)cc1C
  -19 | 18 | -0.5 | 14 | -6 | -8 | 4 | -1 | 1 | 9 | 6
CCOc1ccccc1NC(=O)CCN(c1ccc(C)cc1)S(=O)(=O)c1ccccc1
  -4 | 3 | 0.4 | 3 | -10 | -3 | 27 | 3 | 1 | 32 | 25
CCCN(CC(=O)Nc1ccccc1C)C(=O)C1CCN(C(=O)Nc2ccccc2)CC1
  -2 | -3 | 1.7 | -1 | -14 | 4 | 2 | 7 | 1 | -3 | 20
O=C(Nc1cccc(NC(=O)c2ccc(Cl)cc2)n1)c1ccc(Cl)cc1
  4 | -9 | 1.0 | -7 | -2 | -1 | -6 | -7 | 6 | -22 | 2
CCCCc1nc2cc(C(=O)N(C)C(C)c3ccccn3)ccc2o1 (configuration not stated)
  1 | 7 | -0.4 | -20 | -2 | 7 | -110 | -5 | x | -22 | -127
COc1ccc(C2CC(O)(c3ccccc3)Oc3cc(OC)ccc32)cc1 (configuration not stated)
  6 | -5 | -0.1 | 3 | -4 | -6 | -22 | -6 | 0 | 11 | 29
O=C(COc1ccccc1Cl)N(Cc1ccco1)C1CCS(=O)(=O)C1 (configuration not stated)
  5 | 10 | -0.5 | -10 | -5 | 0 | -8 | 10 | 4 | -5 | -3
Cc1ccc(NC(=O)CSc2nnc(NC(=O)C(C)C)s2)c(C)c1
  -2 | 6 | -0.3 | 0 | -2 | 3 | 5 | -16 | 2 | 9 | 18
COc1nc(-c2cccc([N+](=O)[O-])c2)nc2ccccc12
  -8 | -6 | -0.1 | x | -4 | -1 | -28 | -30 | -1 | -24 | -9
Cc1cccc(C(=O)NC2CCN(CC(=O)Nc3ccccc3Cl)CC2)c1
  5 | 15 | -0.5 | 8 | -18 | -3 | 9 | 19 | 0 | -4 | 14
Cc1ccc(S(=O)(=O)N2CCN(C(=O)N(C)C)CC2)cc1C
  4 | 6 | 5.4 | -1 | -6 | -2 | 1 | 14 | 0 | 6 | 4
O=C(Nc1ccccc1)C1=C(O)CC(c2ccco2)CC1=Nc1ccccc1 (configuration not stated)
  11 | -12 | 2.2 | -4 | -9 | 5 | 15 | -16 | 0 | 29 | 10
Cc1oc2c(CN3CCCCC3)c(O)ccc2c(=O)c1-c1ccc(Cl)cc1
  -2 | -6 | -0.2 | 1 | -4 | -3 | 5 | -4 | 3 | 0 | 10
CN(c1ncnc(N)c1[N+](=O)[O-])C1CCCCC1
  -3 | -4 | 0.2 | -45 | -7 | 3 | 19 | 7 | 1 | 9 | 31
CSc1ncccc1C(=O)OCC(=O)NC(C)(C)C
  10 | -4 | -1.1 | 4 | -7 | -6 | 3 | -11 | -4 | -4 | -19
O=C1c2ccccc2C(=O)N1OCCCN1C(=O)c2ccccc2S1(=O)=O
  14 | 2 | -2.5 | -6 | -5 | -4 | 4 | -9 | x | 8 | -24
O=C(NNC(=O)c1ccccc1F)c1ccc2[nH]c(=O)c(=O)[nH]c2c1
  0 | 0 | -0.2 | -18 | -3 | 3 | -94 | -6 | 0 | -43 | -80
C[C@]12C=CC(=O)C=C1CC[C@H]1[C@@H]3C[C@@H](O)[C@](O)(C(=O)CO)[C@@]3(C)C[C@H](O)[C@@]12F
  -2 | 3 | 0.1 | -12 | -5 | -3 | 23 | 38 | 0 | 6 | -9
N/C(=N\OC(=O)c1ccc(Br)o1)c1ccccn1
  -13 | -3 | -0.8 | -2 | 2 | -4 | -134 | -176 | 1 | -28 | -167
Cc1ccc(-c2csc(NC(=O)N3CCOCC3)n2)cc1
  -8 | -1 | -0.4 | -9 | -4 | -5 | -172 | -33 | 3 | 4 | -127
COc1ccc(-c2cc(-c3ccccc3)nc(SCC(=O)Nc3nccs3)c2C#N)cc1
  -1 | -12 | -1.1 | -1 | -6 | 9 | -17 | 10 | -3 | 11 | 10
Cn1nnnc1SCC(=O)Nc1ccccc1Cc1ccccc1
  10 | 3 | -0.5 | 0 | -5 | 1 | 5 | -24 | 3 | 0 | 5
CCOC(=O)c1c(NC(=O)C2C3C=CC(C3)C2C(=O)O)sc2c1CC(C)CC2 (configuration not stated)
  -4 | 3 | -1.7 | 7 | -3 | 9 | 19 | 7 | 5 | 9 | 22
CCc1nnc(NC(=O)Cc2ccc(OC)c(S(=O)(=O)N3CCOCC3)c2)s1
  4 | -7 | 1.5 | x | -5 | 4 | 2 | -3 | x | -4 | -1
Cc1ccc(C(=O)N2CCCC(CCC(=O)N3CCN(c4ccccn4)CC3)C2)cc1C (configuration not stated)
  -4 | -1 | -0.1 | 10 | -5 | 14 | 2 | 0 | 6 | 11 | -7
Cc1cc(C)cc(N2CC(C(=O)O)CC2=O)c1 (configuration not stated)
  2 | 2 | 3.1 | 4 | -2 | 0 | 6 | 8 | 0 | 0 | -10
Cc1ncc(CO)c2cc(C(N)=O)c(=Nc3ccccc3)oc12
  2 | 1 | -1.6 | 1 | -4 | 0 | 0 | -7 | 2 | 3 | -2
Cc1ccc(C)c(Cn2c(CO)nc3ccccc32)c1
  -9 | 11 | 2.2 | 0 | -5 | 1 | 15 | -13 | 3 | 8 | 2

From PubChem
